Pf gamet viab: inhibitors of late stage P. falciparum gametocyte viability. P. falciparum stage V gametocytes, ATP luminescence, 24 h. inhibition, % at 10.9 µM. 150,000 compounds, 0.065% hits;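 active = inhibition above the mean plus 3 SD of compounds within the control limits, set per campaign, cut at about 38% in these data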;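 also: 0% = DMSO wells and 100% = medium only without gametocytes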
Rab2 wt GTP: changes GTP binding to wildtype dog Rab2A, up or down | P61105 | GST-Rab2 wt beads, Bodipy-GTP binding, flow cytometry | GTP binding activity, % at 10 µM | 190,000 compounds, 0.19% hits;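 active = GTP binding activity at least 20 points away from 100%, either lowered or raised; inconclusive = signal likely due to the compound's own green fluorescence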;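 also: 0% = beads with excess unlabeled GTP and 100% = no-compound control corrected for plate trend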
Cdc42 wt: human Cdc42 wildtype GTP binding change, either direction; 190,000 compounds, 0.2% hits; percent activity (GTP binding), % at 10 µM; GST-Cdc42 beads, Bodipy-GTP binding, flow cytometry; actives lie on both sides;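 active = percent activity GTP binding at least 20 points away from the 100% baseline, either down as inhibitor or up as activator; inconclusive = compound flagged as likely green fluorescent from well-wide comparison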;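 also: median bead fluorescence of bound Bodipy-FL-GTP at 100 nM; 0% = excess unlabeled GTP control and 100% = no compound control; below 100% means less GTP binding so inhibitor and above means activator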
Mcl1 Bid PPI: Mcl-1/Bid interaction inhibition. Q07820. TR-FRET Mcl-1/Bid-Dy647 peptide binding, 1536-well. inhibition, % at 21.7 µM. 220,000 compounds, 0.97% hits. AID 1021;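 active = compounds that cut the binding signal by more than half at the single screening dose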;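 also: His-tagged Mcl-1 with europium anti-His antibody binding Bid BH3 peptide; 0% = Mcl-1 plus peptide wells and 100% = peptide-only wells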
Target sequence (Q07820 whole entry, looked up): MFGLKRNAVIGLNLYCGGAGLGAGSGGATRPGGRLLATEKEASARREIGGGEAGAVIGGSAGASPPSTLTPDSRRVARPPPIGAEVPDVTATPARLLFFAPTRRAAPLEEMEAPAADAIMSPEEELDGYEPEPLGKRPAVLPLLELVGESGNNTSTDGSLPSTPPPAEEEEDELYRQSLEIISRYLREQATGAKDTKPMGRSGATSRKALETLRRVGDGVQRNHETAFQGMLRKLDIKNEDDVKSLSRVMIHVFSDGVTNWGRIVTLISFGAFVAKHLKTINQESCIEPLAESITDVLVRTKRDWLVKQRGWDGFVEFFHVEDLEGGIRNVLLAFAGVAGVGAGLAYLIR
Bim-Mcl-1: disrupts Bim peptide binding to human Mcl-1 | Bead-based flow cytometry, Bim peptide-Mcl-1 binding | inhibition, % at 10 µM | 190,000 compounds, 0.1% hits; in the data active = inhibition above about 40%;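 also: 0% = no compound tracer wells and 100% = peptide blocker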
Rac1 act GTP bind: human Rac1 activated mutant GTP binding change; P63000; percent activity (GTP binding), % at 10 µM; AID 764; GST-Rac1 activated beads, fluorescent GTP binding, flow cytometry; actives lie on both sides; 100% means binding = to untreated wells; 190,000 compounds, 0.11% hits;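 active = GTP binding at least 20 percentage points away from the 100% baseline, in either direction, so actives lie on both sides; inconclusive = Compound likely fluorescent itself, or too few beads counted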
Mcl1-Noxa inh: disrupts binding of human Mcl-1 to Noxa peptide. TR-FRET Mcl-1/Noxa peptide binding, 2 h. inhibition, % at 21.7 µM. 220,000 compounds, 1.5% hits;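 active = compounds that cut the protein-peptide binding signal by more than 50% relative to plate controls in a single-dose test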;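 also: His-tagged Mcl-1 with rhodamine Noxa BH3 peptide and terbium anti-His antibody; 0% = Mcl-1 plus Noxa peptide wells and 100% = peptide-only wells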
HRas wt GTP: changes GTP binding to wildtype human HRas; GTP binding activity, % at 10 µM; P01112; AID 759; GST-Ras wt beads, Bodipy-FL-GTP binding, flow cytometry; actives lie on both sides; 190,000 compounds, 0.14% hits;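 active = GTP binding activity at least 20% away from the 100% baseline, either lowered as inhibitor or raised as activator; inconclusive = flagged as likely green fluorescent, judged across all proteins in the well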;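 also: 0% = unlabeled GTP competition control and 100% = no-compound control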
Target sequence (P01112 whole entry, looked up): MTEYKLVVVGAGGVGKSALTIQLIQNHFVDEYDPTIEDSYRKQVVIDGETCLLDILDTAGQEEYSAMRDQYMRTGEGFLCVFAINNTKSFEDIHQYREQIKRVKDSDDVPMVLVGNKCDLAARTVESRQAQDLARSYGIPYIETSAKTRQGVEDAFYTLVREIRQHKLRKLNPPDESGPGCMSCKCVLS
RGS8-Gao reg: regulators of human RGS8-Galphao interaction. response (percent of control binding), % at 10 µM. multiplexed bead flow cytometry, RGS8-Galphao binding; actives lie on both sides. AID 1423. P09471. 220,000 compounds, 0.34% hits; in the data active = response below about 60% or above about 140%; inactive = in between;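 also: Galphao activated as the GDP aluminium fluoride complex binding bead-coupled RGS8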
Target sequence (P09471 whole entry, looked up): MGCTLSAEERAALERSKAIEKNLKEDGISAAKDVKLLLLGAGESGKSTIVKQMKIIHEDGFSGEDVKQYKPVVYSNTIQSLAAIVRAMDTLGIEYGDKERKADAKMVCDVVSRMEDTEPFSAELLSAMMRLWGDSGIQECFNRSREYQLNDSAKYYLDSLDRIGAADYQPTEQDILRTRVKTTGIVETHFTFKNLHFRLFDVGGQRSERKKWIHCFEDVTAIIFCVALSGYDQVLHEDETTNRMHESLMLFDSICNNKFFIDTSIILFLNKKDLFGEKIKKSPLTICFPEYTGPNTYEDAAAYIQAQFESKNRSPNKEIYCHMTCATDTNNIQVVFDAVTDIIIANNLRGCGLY
Rab7 wt modul: modulators of GTP binding to dog Rab7 wildtype GTPase; GST-Rab7 beads, fluorescent GTP binding, flow cytometry; actives lie on both sides; untreated = 100%, excess cold GTP = 0%; GTP binding activity (percent of control), % at 10 µM; 190,000 compounds, 0.055% hits; AID 758;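 active = fluorescent GTP binding to Rab7 beads changed by at least 20 points from the 100% baseline, either direction, mostly lower; inconclusive = compound itself probably fluorescent, or too few beads counted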;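 also: median green fluorescence of bound Bodipy-FL-GTP per Rab7 bead population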
Rac1 wt GTP bind: alters GTP binding to wildtype human Rac1 | GST-Rac1 beads, fluorescent GTP binding, flow cytometry; actives lie on both sides; 0 = cold GTP competed, 100 = untreated | P63000 | 190,000 compounds, 0.27% hits | GTP binding activity (% of control), % at 10 µM | AID 757;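 active = GTP binding activity at least 20 points away from the 100% control level, either lower or higher; inconclusive = compound flagged as likely green fluorescent, judged across all proteins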
* = called active by the depositor; ? = inconclusive; · = not tested or not shown; [ ] = another dose, or the depositor's remark.

SMILES	Pf gamet viab	Rab2 wt GTP	Cdc42 wt	Mcl1 Bid PPI	Bim-Mcl-1	Rac1 act GTP bind	Mcl1-Noxa inh	HRas wt GTP	RGS8-Gao reg	Rab7 wt modul	Rac1 wt GTP bind
CCN(C(=O)COC(=O)c1cc(-c2ccccc2)nc2c1c(C)nn2-c1ccc(C)cc1)C1CCS(=O)(=O)C1 (stereo unspecified)	11.8	98.0	102.0	6.9	1.0	101.0	-11.0	98.0	100.8	96.0	99.0
COc1cc2c(cc1OC)-c1nnc(C)n1C(C)(C)C2	0.1	102.0	101.0	-4.0	-6.0	100.0	-25.9	102.0	102.7	101.0	101.0
COc1cccc(CCC(=O)O)c1OC	·	96.0	100.0	-16.4	-3.0	101.0	1.3	98.0	113.6	98.0	104.0
CN1CCN(C(=S)c2cn(Cc3ccc(F)cc3)c3ccccc23)CC1	19.2	104.0	107.0	-26.4	-1.0	99.0	7.8	103.0	102.1	108.0	108.0
COc1cc(/C=N/NC(=O)c2cn(-c3cccc(C)n3)cn2)ccc1O	13.1	?	?	-25.7	6.0	?	17.3	?	99.9	?	?
Cc1nn(-c2ccccc2)c(C)c1C(=O)OCC(=O)Nc1ccc2c(c1)OCO2	14.3	96.0	96.0	-42.5	-3.0	92.0	·	96.0	103.7	97.0	93.0
CCOc1ccc(NC(=O)C2=C(C)C(=O)OC23CCC(C)CC3)cc1 (stereo unspecified)	·	99.0	98.0	-23.5	-1.0	99.0	-7.1	100.0	101.8	99.0	99.0
c1ccc2c(c1)ncn2Cc1nnc2sc(-c3ccc4c(c3)OCO4)nn12	·	96.0	99.0	6.4	-2.0	99.0	13.3	97.0	96.0	99.0	97.0
O=C(c1cccc(C(F)(F)F)c1)C1CCCN(C(=O)CN2CCCC2=O)C1 (stereo unspecified)	·	100.0	105.0	4.8	0.0	99.0	3.5	99.0	105.9	97.0	104.0
Cc1ccc(N2C(=O)C3Sc4[nH]c(=O)sc4C(c4ccccc4)C3C2=O)cc1 (stereo unspecified)	·	98.0	98.0	-74.4	-3.0	97.0	8.2	99.0	98.8	100.0	98.0
Nc1cc(=O)[nH]c(SCC(=O)Nc2ccc3c(c2)CCC3)n1	-0.8	102.0	99.0	-7.2	-1.0	98.0	9.0	101.0	103.8	101.0	100.0
O=C(CSc1nnc(-c2ccc(Br)cc2)n1C1CCCCC1)N1CCCC1	·	100.0	102.0	0.4	-5.0	101.0	17.8	100.0	101.1	96.0	103.0
CC(C)(C)c1ccc(/C=C2\Oc3cc(OC(=O)N4CCOCC4)ccc3C2=O)cc1	12.7	101.0	98.0	-20.8	-1.0	100.0	8.2	101.0	99.5	100.0	105.0
COc1ccc(C(=O)CSc2nc(SC)ns2)cc1OC	20.9	98.0	100.0	-31.1	1.0	99.0	11.3	100.0	99.9	101.0	107.0
COC(=O)c1ccc(C(=O)OC)c(NC(=O)CCC(=O)O)c1	·	99.0	101.0	2.8	-1.0	99.0	7.6	100.0	101.0	100.0	97.0
CCOc1cc2c3c(c1)C1(Nc4ccccc4S1)C(=O)N3C(C)(C)CC2C (stereo unspecified)	-18.2	98.0	94.0	-19.2	0.0	97.0	-3.1	96.0	101.5	98.0	96.0
C(=C\c1ccco1)/C=N/n1cnnc1	·	100.0	102.0	-18.1	-3.0	97.0	-3.4	101.0	96.4	97.0	109.0
Cc1ccc(-c2nn(-c3ccccc3)cc2NC(=O)c2ccccc2)cc1	·	99.0	99.0	0.9	-4.0	98.0	-0.4	102.0	103.9	102.0	105.0
COc1ccc(OC(=O)c2cccc(S(=O)(=O)N3CCCC3)c2)cc1	-37.6	?	?	-9.9	2.0	?	·	?	94.9	?	?
CCOc1ccc(NC(=O)N(CCC(C)C)C2CCN(C(C)=O)CC2)cc1	·	101.0	102.0	-20.2	1.0	101.0	-11.2	100.0	153.2*[activator]	99.0	103.0
CC1CC1C(=O)OCc1cc(=O)n2cc(Br)ccc2n1 (stereo unspecified)	·	99.0	100.0	-1.1	-1.0	98.0	37.7	98.0	103.6	98.0	102.0
O=S(=O)(Cc1ccccc1)c1nc2ccccc2n1Cc1ccccn1	6.0	99.0	99.0	-65.7	-1.0	98.0	8.5	98.0	103.0	101.0	100.0
CCN(CC)S(=O)(=O)c1cccc(NC(=O)COc2ccc(F)cc2Br)c1	4.4	98.0	95.0	-6.5	-3.0	94.0	-0.1	96.0	100.7	103.0	96.0
O=C(O)c1ccc(CNCc2cccc(Cl)c2)cc1	-0.6	100.0	98.0	-6.0	-1.0	94.0	12.9	99.0	98.7	103.0	99.0
CC(C)CCn1c(=O)c2ccccc2c2ccccc2c1=O	15.6	104.0	109.0	-13.8	-1.0	101.0	4.1	105.0	101.8	102.0	108.0
O=C(Nc1ccc2oc(-c3ccccc3F)nc2c1)c1ccc2c(c1)OCCO2	9.8	98.0	100.0	-9.8	0.0	95.0	9.0	97.0	114.2	98.0	101.0
O=C(Cn1c(C2CC2)nc2ccccc2c1=O)Nc1ccc(Br)cc1	·	94.0	95.0	-30.4	-8.0	92.0	-0.5	96.0	101.2	94.0	97.0
COc1cccc(/C=C(/CC(=O)Nc2ccc(N3CCOCC3)cc2)c2nc3ccccc3s2)c1	7.2	98.0	102.0	-27.9	-6.0	101.0	18.4	101.0	97.9	102.0	105.0
O=C1CCCN1CCCNC(=S)Nc1ccc(Br)cc1Cl	11.4	98.0	98.0	-34.6	-6.0	96.0	14.2	96.0	104.0	95.0	99.0
Cc1ccc(C)c(S(=O)(=O)N2CCN(CC(=O)N3CCc4ccccc4C3)CC2)c1	7.6	100.0	100.0	62.4*	0.0	98.0	6.6	100.0	102.9	98.0	111.0
CCOC(=O)c1cnc(SCC(=O)N2CCN(C(=O)c3ccco3)CC2)nc1N	-16.3	96.0	99.0	-2.4	3.0	98.0	3.5	97.0	100.1	92.0	97.0
CC(C)c1ccc(OCc2ccc(C(=O)N3CCN(c4ccccn4)CC3)cc2)cc1	·	97.0	100.0	-0.6	3.0	98.0	23.3	99.0	103.2	99.0	101.0
CCOC(=O)c1ccc(NC(=O)NC2CC3CCC(C2)N3)cc1 (stereo unspecified)	4.0	99.0	96.0	-17.9	-1.0	95.0	-9.1	97.0	100.2	105.0	94.0
Cc1ccccc1-c1nnc(SCc2ccccc2)o1	-1.9	103.0	102.0	6.1	0.0	98.0	-6.8	102.0	102.9	101.0	102.0
O=C(Nc1cc(C(F)(F)F)ccc1N1CCCCC1)c1ccc(Br)o1	-13.1	94.0	94.0	-5.1	-3.0	92.0	2.2	97.0	102.5	94.0	92.0
COC(=O)Cc1c[nH]c2ccc(OCC(O)CNC(C)C)cc12 (stereo unspecified)	9.0	99.0	101.0	-25.7	0.0	99.0	6.1	102.0	98.9	98.0	106.0
COc1ccc(-c2ccc(SCC(=O)N3CCN(c4ccccc4)CC3)nn2)cc1	-33.3	97.0	100.0	-27.8	-1.0	99.0	3.2	97.0	104.5	101.0	99.0
Cc1cc(NS(=O)(=O)c2ccc(Nc3nc(-c4sc(N)nc4C)cs3)cc2)no1	·	75.0*	80.0	-25.1	6.0	89.0	34.5	78.0*	100.7	89.0	86.0
CCC(C)[C@H](NC(=O)Nc1ccc2c(c1)OCCO2)C(=O)O (stereo partly specified)	·	99.0	105.0	-17.6	-2.0	98.0	-7.6	102.0	99.2	102.0	105.0
FC(F)(F)c1nnc(-c2ccccc2)nc1N1CCOCC1	-14.1	101.0	101.0	-2.8	-3.0	102.0	0.9	102.0	98.8	99.0	106.0
O=C(OCn1nnc2ccccc2c1=O)c1ccc2c(=O)n3c(nc2c1)CCC3	·	95.0	97.0	-19.3	1.0	95.0	13.2	97.0	97.5	96.0	98.0
Cc1cc(C)n(CC(=O)NC2CCCCC2)n1	12.5	102.0	106.0	-32.4	0.0	102.0	-14.3	104.0	105.3	104.0	107.0
COc1ccc(CN(C2CCCC2)S(=O)(=O)c2ccc(-n3cnnn3)cc2)cc1OC	·	98.0	99.0	5.5	-2.0	97.0	7.2	101.0	99.2	101.0	102.0
COc1ccc(-n2c(CNC(=O)COc3ccccc3)n[nH]c2=S)cc1	·	94.0	91.0	-15.9	-2.0	91.0	0.7	92.0	65.2	100.0	95.0
O=C(Oc1cccc(/C=N/Nc2nc(N3CCOCC3)nc(N3CCOCC3)n2)c1)c1ccco1	·	100.0	100.0	-12.8	-1.0	98.0	8.7	101.0	101.9	101.0	98.0
COc1cc(C(=O)Nc2nc(-c3ccc(Cl)cc3)c(C)s2)ccc1OCC(=O)Nc1ccc(F)cc1	3.0	97.0	101.0	14.5	0.0	99.0	37.8	97.0	97.0	100.0	101.0
Cc1[nH]nc(SCC(=O)Nc2cccc(O)c2)c1[N+](=O)[O-]	-10.5	93.0	95.0	-26.6	0.0	94.0	10.9	95.0	101.0	90.0	95.0
O=C(NCCC1=CCCCC1)c1cnc2n(c1=O)CCS2	·	102.0	103.0	-3.9	-2.0	102.0	-6.1	101.0	104.4	97.0	104.0
O=C(O)CC1=C(O)C(=O)N(c2ccccc2)C1c1ccc(Cl)cc1 (stereo unspecified)	·	98.0	98.0	-43.1	0.0	94.0	29.5	99.0	102.7	97.0	92.0
Cc1ccccc1NC(=O)Cn1cnc2c1c(=O)n(C)c(=O)n2C	·	101.0	102.0	-11.8	-3.0	99.0	-9.3	101.0	105.8	104.0	102.0
COC(=O)c1ccccc1S(=O)(=O)Nc1ccc2cn[nH]c2c1	·	99.0	101.0	-22.1	2.0	99.0	4.7	100.0	98.7	97.0	102.0
Cc1cc([N+](=O)[O-])ccc1NC(=O)Nc1ccccc1F	·	97.0	93.0	0.8	3.0	96.0	25.5	96.0	101.0	102.0	98.0
O=C(COc1ccc(Cl)cc1Cl)Nc1c(-c2cccs2)nc2ccccn12	5.2	100.0	104.0	23.7	27.0	101.0	51.8*	102.0	103.0	100.0	104.0
Clc1ccc(Oc2cnc3ccccc3n2)cc1	16.0	100.0	102.0	-10.9	-7.0	99.0	18.2	104.0	98.4	103.0	106.0
C=CCOc1cccc(NC(=O)c2ccccc2SC)c1	1.6	95.0	99.0	-5.8	0.0	97.0	8.8	98.0	104.1	102.0	98.0
